Compound activity from PubChem.
Pf Dd2 growth: P. falciparum Dd2 growth inhibition; SYBR Green, 72 h; active compounds read low; activity change, % at 10 µM; hit rate 2.3% among 94,000; AID 1159554; in the data active means activity change below about -80%
C diff HTS: inhibitors of Clostridium difficile growth; Clostridium difficile clinical isolate growth, OD600, 24 h; active compounds read low; growth activity, negative = inhibition, % at 16 µg/mL (by protocol); hit rate 0.25% among 86,000; AID 1259249;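 active means mean growth activity at or below -80% and every replicate also at or below -80%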;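 further: 0% = DMSO wells and -100% = levofloxacin 16 µg/mL wells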
GASC1 inh: KDM4C (human) demethylase inhibition; Q9H3R0; GST-KDM4C 2-372, H3K9me3 peptide, LANCE TR-FRET; inhibition, % at 12.5 µM; hit rate 0.15% among 96,000;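 active means mean replicate inhibition above about 25%, with at least 55% of replicates also reaching it, limit read from the data, passing the limit was not always enough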
Target sequence (Q9H3R0 2-372 limits assumed): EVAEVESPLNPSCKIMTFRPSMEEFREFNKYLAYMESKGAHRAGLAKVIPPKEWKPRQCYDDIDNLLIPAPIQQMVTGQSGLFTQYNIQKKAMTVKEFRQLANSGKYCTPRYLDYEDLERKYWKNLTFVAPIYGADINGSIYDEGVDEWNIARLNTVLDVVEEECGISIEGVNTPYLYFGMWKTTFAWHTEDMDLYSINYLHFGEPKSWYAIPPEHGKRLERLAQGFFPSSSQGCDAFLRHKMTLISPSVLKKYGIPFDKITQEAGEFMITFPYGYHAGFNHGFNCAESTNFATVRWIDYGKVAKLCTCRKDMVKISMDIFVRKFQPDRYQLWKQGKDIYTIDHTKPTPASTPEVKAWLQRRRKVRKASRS
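reagent = H3K9me3 peptide substrate, Fe(II), 2-oxoglutarate | system = GST-tagged GASC-1 (JMJD2C) catalytic fragment, aa 2-372 | amount = enzyme final amount 10 nM | read-out = Fall in 671/618 emission ratio as inhibition | medium = HEPES buffer, pH 7.5, plus ascorbate | schedule = 30 min reaction, 60 min detection, RT | measured by = LANCE TR-FRET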
Tcruzi prolif: T. cruzi proliferation inhibition; T. cruzi beta-gal in NIH3T3, GalScreen luminescence, 90 h; inhibition, % at 8.34 µM; hit rate 5.9% among 77,000; AID 624255;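 active means mean inhibition above about 93%, with at least 55% of replicates each passing it, limit read from the data, passing the limit was not always enough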
Starred values were filed as active, the others as inactive; / = not tested or not shown; & = joins results of further samples.

Value order: Pf Dd2 growth	C diff HTS	GASC1 inh	Tcruzi prolif
1	C[C@H]1CN([C@@H](C)CO)C(=O)c2cc(-c3cncnc3)cnc2O[C@H]1CN(C)C(=O)CN1CCOCC1
→ 19	-8	1.7	/
2	Cc1noc(C)c1NC(=O)Nc1ccc2c(c1)C(=O)N([C@@H](C)CO)C[C@H](C)[C@@H](CN(C)C(=O)C1CCCCC1)OCCCC[C@H](C)O2
→ -23	7	-1.0	54
3	C[C@H](CO)N1C[C@H](C)[C@@H](CN(C)C(=O)C2CC2)Oc2ncc(C3=CCCC3)cc2C1=O
→ 15	/	3.7	-18
4	COc1ccc(S(=O)(=O)Nc2cccc3c2O[C@@H](CN(C)Cc2ccc(Cl)c(Cl)c2)[C@@H](C)CN([C@@H](C)CO)C3=O)cc1
→ -21	11	1.0	55
5	O=C(Cc1ccccc1)N[C@@H]1C=C[C@H](CC(=O)N2CCOCC2)O[C@H]1CO
→ -5	/	-1.3	42
6	COc1cccc(NC(=O)N2C[C@@H](O)COC[C@@H]3O[C@H](CC(=O)NC4Cc5ccccc5C4)CC[C@H]32)c1
→ -49	1&-2	2.1	87
7	C[C@@H]1CN([C@@H](C)CO)C(=O)c2cc(NC(=O)Nc3ccc4c(c3)OCO4)ccc2O[C@H]1CN(C)S(=O)(=O)c1ccc(Cl)cc1
→ -19	-2	5.3	-34
8	CCCN1[C@@H]2c3ccc(-c4cncnc4)c(=O)n3C[C@@H]2[C@@H](CO)[C@@H]1C(=O)OC
→ /	5	0.7	-39
9	O=C(C[C@H]1C[C@@H]2c3cc(NC(=O)c4cccnc4)ccc3O[C@@H]2[C@@H](CO)O1)NCc1ccncc1
→ 13	-1	4.8	-9
10	C[C@@H]1CN([C@@H](C)CO)C(=O)c2ccccc2-c2ccccc2CO[C@H]1CN(C)C(=O)[C@H]1CCCN1C
→ 6	-5	1.3	-32
11	O=C(NCC(F)(F)F)[C@@H]1[C@@H](CO)[C@@H]2Cn3c(cccc3=O)[C@@H]2N1C(=O)C1CCCC1
→ 4	2	0.8	45
12	C[C@H](O)C#Cc1ccc2c(c1)O[C@H](CN(C)Cc1cncnc1)[C@H](C)CN([C@H](C)CO)S2(=O)=O
→ 28	2	16	11
13	COCC(=O)Nc1ccc2c(c1)OC[C@H](C)N(CC1CC1)C[C@H](C)[C@@H](OC)CN(C)C2=O
→ -29	-1	0.3	/
14	CCC(=O)Nc1ccc2c(c1)OC[C@@H](C)N(Cc1ccccc1C(=O)O)C[C@@H](C)[C@H](OC)CN(C)C2=O
→ 13	/	1.1	-17
15	COc1ccc(NC(=O)Nc2ccc3c(c2)CC(=O)N([C@@H](C)CO)C[C@@H](C)[C@@H](CN(C)Cc2ccc(C(=O)O)cc2)O3)cc1
→ -5	-5	-2.3	20

The last 6 records of the section before come first, to join the parts.
Value order: Pf Dd2 growth	C diff HTS	GASC1 inh	Tcruzi prolif
10	C[C@@H]1CN([C@@H](C)CO)C(=O)c2ccccc2-c2ccccc2CO[C@H]1CN(C)C(=O)[C@H]1CCCN1C
→ 6	-5	1.3	-32
11	O=C(NCC(F)(F)F)[C@@H]1[C@@H](CO)[C@@H]2Cn3c(cccc3=O)[C@@H]2N1C(=O)C1CCCC1
→ 4	2	0.8	45
12	C[C@H](O)C#Cc1ccc2c(c1)O[C@H](CN(C)Cc1cncnc1)[C@H](C)CN([C@H](C)CO)S2(=O)=O
→ 28	2	16	11
13	COCC(=O)Nc1ccc2c(c1)OC[C@H](C)N(CC1CC1)C[C@H](C)[C@@H](OC)CN(C)C2=O
→ -29	-1	0.3	/
14	CCC(=O)Nc1ccc2c(c1)OC[C@@H](C)N(Cc1ccccc1C(=O)O)C[C@@H](C)[C@H](OC)CN(C)C2=O
→ 13	/	1.1	-17
15	COc1ccc(NC(=O)Nc2ccc3c(c2)CC(=O)N([C@@H](C)CO)C[C@@H](C)[C@@H](CN(C)Cc2ccc(C(=O)O)cc2)O3)cc1
→ -5	-5	-2.3	20
16	O=C(C[C@H]1CC[C@@H]2[C@H](COC[C@H](O)CN2Cc2cccc(F)c2)O1)NCCc1ccncc1
→ 14	/	-4.0	-88
17	C[C@@H]1CN([C@H](C)CO)C(=O)c2cc(-c3ccc(F)cc3)cnc2O[C@@H]1CN(C)C(=O)Nc1ccccc1F
→ -5	2	-0.4	29
18	C[C@H]1CN([C@@H](C)CO)C(=O)c2cc(NC(=O)Nc3ccccc3)ccc2O[C@H]1CN(C)S(=O)(=O)c1ccc(Cl)cc1
→ -1	-1	-1.3	17
19	CCS(=O)(=O)N1CC2(CN(Cc3ccccc3F)[C@H](CO)c3[nH]c4cc(OC)ccc4c32)C1
→ -82*	1	-1.6	/
20	CCCNC(=O)N(C)C[C@H]1Oc2ncc(C#CC3CC3)cc2C(=O)N([C@H](C)CO)C[C@H]1C
→ 46	/	0.9	28
21	C[C@H]1CN([C@@H](C)CO)C(=O)c2cc(NS(C)(=O)=O)ccc2O[C@@H]1CN(C)Cc1ccc(C(F)(F)F)cc1
→ 1	-5	0.3	52
22	C[C@H](O)C#Cc1ccc2c(c1)O[C@@H](CN(C)Cc1ccccn1)[C@@H](C)CN([C@H](C)CO)S2(=O)=O
→ -7	2	-0.1	0
23	CC(C)CC#Cc1ccc2c(c1)O[C@H](CN(C)C(=O)NC1CCCC1)[C@H](C)CN([C@H](C)CO)S2(=O)=O
→ -11	5	0.0	120*
24	Cc1cccc(-c2ccc([C@H]3[C@H](CO)N4CCCCN(C(=O)c5ccncc5)C[C@@H]34)cc2)c1
→ 17	-3	-1.3	68
25	C[C@H]1CN([C@@H](C)CO)C(=O)c2ccccc2-c2ccccc2CO[C@@H]1CN(C)C(=O)[C@@H]1CCCN1C
→ -10	-8	2.4	-10
26	CS(=O)(=O)N1CC2(C1)[C@H](c1ccccc1)[C@H](CO)N2Cc1ccc(F)cc1
→ 0	-6	0.4	/
27	C[C@H]1CN([C@@H](C)CO)S(=O)(=O)c2ccc(-c3ccccc3)cc2O[C@H]1CN(C)C(=O)c1ccc2c(c1)OCO2
→ -7	7	2.5	/
28	C[C@@H]1CN([C@H](C)CO)C(=O)Cc2cc(NC(=O)CCC(F)(F)F)ccc2O[C@H]1CN(C)C(=O)Nc1ccc(F)cc1
→ -74	3	-0.1	8
29	COc1ccc(NC(=O)N[C@@H]2CC[C@H](CCn3cc(-c4ccccn4)nn3)O[C@H]2CO)cc1
→ -48	/	0.0	13
30	C[C@@H]1CN([C@@H](C)CO)C(=O)c2cc(NS(=O)(=O)c3cn(C)cn3)ccc2O[C@H]1CN(C)S(=O)(=O)c1ccc(F)cc1
→ 3	/	-0.7	95
31	C[C@@H]1CCCCO[C@@H](CN(C)CC2CCCCC2)[C@@H](C)CN([C@@H](C)CO)C(=O)c2cc(NC(=O)c3ccccc3)ccc2O1
→ -67	-7	0.0	76
32	CCC(=O)N1CC2(C1)CN(S(=O)(=O)c1ccccc1)[C@H](CO)c1[nH]c3cc(OC)ccc3c12
→ -17	-4	3.0	/
33	Cc1noc(C)c1NC(=O)N(C)C[C@H]1Oc2ccc(NS(=O)(=O)c3cn(C)cn3)cc2CC(=O)N([C@H](C)CO)C[C@H]1C
→ -29	-4	-1.2	-25
34	COc1ccccc1S(=O)(=O)N(C)C[C@@H]1OCc2ccccc2-c2ccccc2C(=O)N([C@@H](C)CO)C[C@H]1C
→ -28	-7	2.7	-50
35	C[C@@H]1CCCCO[C@@H](CN(C)S(C)(=O)=O)[C@@H](C)CN([C@H](C)CO)C(=O)c2cc(NC(=O)c3ccccc3)ccc2O1
→ 4	2	0.6	33
36	COCC(=O)N(C)C[C@@H]1Oc2cc(-c3ccc(C#N)cc3)ccc2S(=O)(=O)N([C@H](C)CO)C[C@H]1C
→ -7	0	-1.5	/
37	O=C(C[C@@H]1CC[C@@H](NS(=O)(=O)c2ccc(F)cc2)[C@@H](CO)O1)N1CCN(c2ccccc2)CC1
→ 3	-2	0.3	62
38	C[C@H](CO)N1C[C@H](C)[C@@H](CN(C)Cc2ccc(Oc3ccccc3)cc2)Oc2ccc(NC(=O)CCC(F)(F)F)cc2CC1=O
→ -41	1	-3.2	83
39	C/C=C/c1ccc2c(c1)O[C@@H](CN(C)Cc1ccccn1)[C@@H](C)CN([C@H](C)CO)S2(=O)=O
→ -2	-2	-1.1	/
40	COCC(=O)Nc1ccc2c(c1)OC[C@@H](C)N(Cc1ccccc1F)C[C@H](C)[C@@H](OC)CN(C)C2=O
→ -17	2	-0.4	/
41	O=C1CN(S(=O)(=O)Cc2ccccc2)C[C@H]2[C@@H](c3ccc(C#Cc4cccnc4)cc3)[C@@H](CO)N12
→ 8	-3	-0.5	/
42	O=C(c1ccncc1)N1CC2(C1)[C@H](c1ccccc1)[C@H](CO)N2Cc1ccccn1
→ -9	3	0.8	/
43	COc1cccc(CNC(=O)C[C@@H]2CC[C@H](NC(=O)C3CC3)[C@@H](CO)O2)c1
→ 12	0	8.5	/
44	CCC(=O)N1CC2(C1)CN(C(C)=O)[C@H](CO)c1[nH]c3cc(OC)ccc3c12
→ 26	-3	-0.2	/
45	C[C@H]1CCCCO[C@@H](CN(C)S(=O)(=O)c2ccc(Cl)cc2)[C@@H](C)CN([C@@H](C)CO)C(=O)c2cc(NS(C)(=O)=O)ccc2O1
→ -34	-14	-0.1	12

(further entries)
nr	smiles	Pf Dd2 growth	C diff HTS	GASC1 inh	Tcruzi prolif
46	C[C@H](CO)N1C[C@H](C)[C@H](CN(C)C(=O)Cc2ccncc2)Oc2ncc(C#C[C@@H](C)O)cc2C1=O	8	-8	1.0	/
47	C[C@H](CO)N1C[C@H](C)[C@@H](CN(C)S(C)(=O)=O)OCCCC[C@H](C)Oc2ccc(NS(C)(=O)=O)cc2C1=O	39	1	1.3	9
48	Cc1ccc(S(=O)(=O)Nc2ccc3c(c2)C(=O)N([C@H](C)CO)C[C@@H](C)[C@H](CN(C)Cc2ccc(C(F)(F)F)cc2)O3)cc1	6	/	3.1	-1
49	C[C@@H](NC(=O)C[C@H]1CC[C@@H](NC(=O)Cc2ccccn2)[C@H](CO)O1)c1ccccc1	8	/	1.0	1
50	O=C(Nc1ccc(F)cc1)Nc1ccc2c(c1)[C@@H]1C[C@@H](CC(=O)N3CCCCC3)O[C@@H](CO)[C@@H]1O2	-30	2	-1.6	-26
51	CNC[C@H]1Oc2c(NC(=O)Nc3ccccc3)cccc2C(=O)N([C@@H](C)CO)C[C@H]1C	-18	2	-1.4	-35
52	C[C@H](CO)N1C[C@H](C)[C@H](CN(C)S(=O)(=O)c2cn(C)cn2)Oc2ncc(-c3cccc(C(F)(F)F)c3)cc2C1=O	12	-3	-0.4	35
53	O=C(Nc1ccc2c(c1)[C@H]1C[C@@H](CC(=O)N3CCc4ccccc4C3)O[C@@H](CO)[C@H]1O2)c1cccnc1	-31	/	0.1	-9
54	CCC(=O)N1C[C@H](C)[C@@H](OC)CN(C)C(=O)c2cc(NC(=O)CC(F)(F)F)ccc2OC[C@H]1C	7	-3	-0.4	/
55	Cc1noc(C)c1NC(=O)Nc1ccc2c(c1)CC(=O)N([C@@H](C)CO)C[C@@H](C)[C@@H](CN(C)C(=O)Nc1ccccc1)O2	19	1	-2.5	12
56	C[C@@H]1CN([C@@H](C)CO)C(=O)c2cc(C3=CCCCC3)cnc2O[C@H]1CN(C)C(=O)c1ccc(F)cc1	21	-1	0.5	70
57	C[C@@H]1CN([C@H](C)CO)C(=O)Cc2cc(NS(C)(=O)=O)ccc2O[C@H]1CN(C)Cc1ccc(Cl)c(Cl)c1	2	-13	7.7	4
58	COc1cccc(S(=O)(=O)N2CCCCN3[C@@H](CO)[C@@H](c4ccc(C#CC(C)C)cc4)[C@@H]3C2)c1	-74	15	0.0	88
59	C[C@H]1CN([C@@H](C)CO)S(=O)(=O)c2ccc(C3=CCCC3)cc2O[C@@H]1CN(C)C(=O)Nc1ccc2c(c1)OCO2	-53	-4	6.1	109*
60	C[C@H](CO)N1C[C@H](C)[C@H](CN(C)CC2CC2)Oc2ccc(NS(=O)(=O)c3cccs3)cc2CC1=O	7	-2	0.1	1
61	CO[C@H]1CN(C)C(=O)c2cc(NC(=O)Nc3ccccc3)ccc2OC[C@@H](C)N(C(=O)CN(C)C)C[C@@H]1C	26	5	-1.3	-9
62	COc1ccc2c3c([nH]c2c1)[C@@H](CO)N(C(=O)Nc1ccc(F)cc1)CC31CN(Cc2cc(-c3ccccc3)on2)C1	-51	-5	-1.4	/
63	O=C(NCC1CCCCC1)[C@H]1[C@H](CO)[C@H]2Cn3c(cccc3=O)[C@@H]1N2CCc1ccccc1	/	-7	-0.4	-37
